High-throughput results: PubChem BioAssay, several laboratories
Dengue-2 NS5 capping – Dengue-2 NS5 methyltransferase inhibitors, primary screen, biochemical, confirmation dose response (AID 588689); inhibition, % at 25 µM, or IC50 in µM where a hit was titrated; 0.3% of 340,000 active; Dengue-2 NS5 methyltransferase capping enzyme assay, biochemical; higher % means a stronger effect; in the data active means a potency from the dose series; inconclusive means inhibition above about 29% without an active follow-up result
NTR1 agonist – agonists of NTR1, primary screen, imaging, U2OS cells, beta-arrestin-GFP, high content (AID 493036); Neurotensin receptor type 1 (Homo sapiens), P30989; NTR1-U2OS beta-arrestin-GFP spot imaging, agonist mode; activation, % at 20 µM; 0.17% of 330,000 active;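 active means activation at or above 40% of the spot to cytoplasm intensity ratio, with at least 20 cells analyzed; inconclusive means wells under 20 cells, flagged as cytotoxic or low count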;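 further: 0% = DMSO without peptide and 100% = 100 nM NTR1 peptide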
Target sequence (P30989 whole entry, looked up): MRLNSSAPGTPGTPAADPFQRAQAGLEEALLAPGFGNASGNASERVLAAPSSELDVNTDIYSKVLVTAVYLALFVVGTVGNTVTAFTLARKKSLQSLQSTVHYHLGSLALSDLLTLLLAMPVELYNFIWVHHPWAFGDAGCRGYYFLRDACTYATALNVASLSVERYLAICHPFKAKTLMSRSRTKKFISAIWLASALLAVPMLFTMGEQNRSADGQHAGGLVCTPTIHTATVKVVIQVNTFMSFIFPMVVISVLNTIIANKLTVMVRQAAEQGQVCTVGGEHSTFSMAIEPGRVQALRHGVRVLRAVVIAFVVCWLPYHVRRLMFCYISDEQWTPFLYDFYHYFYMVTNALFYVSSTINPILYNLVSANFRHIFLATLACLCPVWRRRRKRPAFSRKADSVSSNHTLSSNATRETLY
Rac1 GTP hydrolysis – MgcRacGAP GTPase-activating activity inhibitors, confirmation, biochemical, ADP Hunter fluorescence; AID 624330, 2012; 0.6% of 340,000 active; MgcRacGAP-stimulated Rac1 GTP hydrolysis, ADP Hunter fluorescence; higher % means a stronger effect; GST-tagged Rac1 F28L mutant substrate; inhibition, % at 30 µM, or IC50 in µM where a hit was titrated; Rac GTPase-activating protein 1 (Homo sapiens);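 active means first-screen hits whose inhibition reached a set limit at any dose in the follow-up dose series; inconclusive means inhibition above the set first-screen limit but never retested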;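 further: fluorescence reports GDP produced by GAP-driven GTP hydrolysis; strong numbers were not always called active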
RSV CPE inhibition – RSV antiviral activity via CPE protection, HEp-2 cells, primary 10 µM value included (AID 2391) | HEp-2 cells, RSV-induced CPE inhibition; higher % means a stronger effect | one-dose CPE inhibition, % at 10 µM; IC50 in µM for titrated hits | 0.13% of 310,000 active; in the data active means a potency from the dose series; inconclusive means CPE inhibition mostly from about 23% at the one dose, without a potency; inactive means the rest, 99 in 100 with CPE inhibition below about 21%; further: strong numbers were not always called active
Salmonella PhoP GFP – inhibitors of PhoP regulon expression, primary screen, Salmonella Typhimurium, GFP reporter (AID 1863); S. Typhimurium PhoP-regulated promoter GFP reporter, 4 h; higher % means a stronger effect; inhibition, % at 50 µM, or IC50 in µM where a hit was titrated; 0.16% of 300,000 active;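 active means inhibition over 29.93%, a cutoff 3 SD above the screen mean, later confirmed by dose response; inconclusive means inhibition over 29.93% but no dose response follow-up; inactive means inhibition at most 29.93% or unconfirmed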;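 further: 0% = low Mg2+ inducing control and 100% = high Mg2+ repressing control; strong numbers were not always called active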
West Nile virus CPE – West Nile virus antiviral activity, cell-based, CPE readout (AID 1621); 0.02% of 290,000 active; CPE inhibition, % at 10 µM; hits with a dose series show IC50 in µM; West Nile virus-infected cells, CPE inhibition; higher % means a stronger effect; in the data active means a potency from the dose series; inconclusive means CPE inhibition mostly from about 3.7% at the one dose, without a potency; inactive means the rest, 99 in 100 with CPE inhibition below about 2.2%; further: strong numbers were not always called active
T cell modulator – modulators of CD8 T cell-vesicle binding, primary screen, mouse 2C CD8+ T cells, flow cytometry | 2C CD8+ T cell-vesicle binding; hits give low values | AID 2052, 2009 | calls only at 7 µM | 0.068% of 330,000 active;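 active means response, share of CD8 T cells binding vesicles, and their 90th percentile fluorescence all below set limits, cut at about 80% in these data, passing the limit was not always enough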
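Also added: QL9-peptide-loaded Drosophila micro-vesicles bearing Ld, ICAM-1 and B7-1; Test system: purified 2C TCR transgenic mouse naive CD8+ T cells; Measured by: cytometric PE anti-B7-1 and Alexa647 anti-CD8 signals after 1% paraformaldehyde fixation; Timing: binding step 1.5 h, 37 °C, antibody labelling 20 min, ice.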
SV40 large T antigen – SV40 large T antigen inhibitors, biochemical (AID 1903); one-dose inhibition, % at 20 µM; IC50 in µM for titrated hits; SV40 large T antigen ATPase/helicase inhibition assay; higher % means a stronger effect; 0.39% of 310,000 active; in the data active means a potency from the dose series; inconclusive means inhibition mostly from about 32% at the one dose, without a potency; inactive means the rest, 99 in 100 with inhibition below about 32%; further: strong numbers were not always called active
K1F lysis inhibition – inhibition of K1F phage lysis, E. coli UTI89, bacterial capsule biogenesis inhibitors, alamar blue (AID 488966) | 0.02% of 340,000 active | inhibition, % at 100 µM; hits with a dose series show IC50 in µM | E. coli UTI89 K1F phage lysis, alamar blue, 2 h; higher % means a stronger effect;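 active means phage lysis inhibition, versus mean bacterial control, above a set limit; inconclusive means no clear call, values can overlap the other calls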;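 further: capsule biogenesis inhibitors block K1F phage lysis so surviving cells raise fluorescence; higher fluorescence means more inhibition of phage lysis; actives were called in the ten point dose series up to 300 µM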
T cell modulator vesicle-bound % – second read-out of T cell modulator, no call of its own (marks repeat the call); double positive events, %; measured here: CD8+ vesicle-bound cell fraction;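 binding gate set so that unloaded-vesicle control wells show 10% double positive cells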
NTR1 agonist cell count 20 µM – recorded beside NTR1 agonist, whose call it bears; cell count; measured here: cell count, cytotoxicity flag
The depositor's hits bear a star; i = inactive; ? = inconclusive; . = not tested or not shown; [ ] = dose if it differs, or a comment.

canonical_smiles	Dengue-2 NS5 capping	NTR1 agonist	NTR1 agonist cell count 20 µM	Rac1 GTP hydrolysis	RSV CPE inhibition	Salmonella PhoP GFP	West Nile virus CPE	T cell modulator	T cell modulator vesicle-bound %	SV40 large T antigen	K1F lysis inhibition
CCO[C@@H]1OC(C(=O)N2CCN(Cc3ccccc3)CC2)=C[C@H](c2ccccc2)[C@H]1CCCO	6%	0.3	45	-6%	5.4%	-5%	-0.6%	i	47	3%	-3.6%
CC(=O)c1ccc(NC(=O)c2noc3c2CCC3)cc1	-4%	-0.6	67	8%	3.5%	-2%	-0.4%	i	34	20%	0.2%
CCCCn1c2ccc(F)cc2c2nnc(SCCN3CCCCC3)nc21	0%	4.3	94	13%	.	.	-0.6%	.	.	.	-0.1%
Cc1ccc(NC(=O)CSc2nnc3n2CCCCC3)cc1	-5%	2.2	52	-2%	1.4%	3%	0.9%	i	29	2%	-2.4%
Cc1cccc(C(=O)OCC(=O)NCC(C)C)c1O	-1%	-1.3	36	4%	2.0%	-3%	0.5%	i	32	9%	0.8%
COc1ccc(N2CCN(C(=O)CNC(=O)c3cccc(Br)c3)CC2)cc1	3%	0.8	61	21%	1.0%	-2%	-0.3%	i	33	29%	0.2%
CCOc1cc(N2CCOCC2)c(OCC)cc1NC(=O)CN1C(=O)NC(C)(C2CC2)C1=O (stereo not given)	-3%	-1.3	42	6%	1.0%	4%	-0.1%	i	1	11%	0.3%
CN(C)c1ccc(CC2C(=O)Nc3ccccc32)cc1 (stereo not given)	12%	-0.5	60	13%	1.8%	-11%	1.0%	i	12	15%	-0.5%
CC(C)Cn1c(N)c(C(=O)COC(=O)C2CCCCC2)c(=O)n(C)c1=O	-8%	4.2	88	4%	19%	0%	-0.4%	i	34	8%	-0.1%
O=C(CCNC(=O)c1ccc(Br)cc1)Nc1ncccc1O	-1%	-1.2	54	6%	0.5%	-3%	-0.2%	i	10	12%	0.0%
Nc1ccc(NC(=O)NC2CCCCC2)cc1[N+](=O)[O-]	-1%	-1.0	53	4%	4.2%	-7%	-0.5%	i	39	3%	0.2%
CCCCC1=CC2=CC(=O)C(C)(OC(=O)CC)C(=O)C2=CN1CCc1ccccn1 (stereo not given)	11%	-0.1	70	2%	7.5%	-5%	-0.1%	i	18	18%	-1.6%
COc1ccc(C(C(=O)NC2CCCC2)N(C(=O)c2ccoc2C)c2ccccc2)cc1 (stereo not given)	-5%	2.3	84	13%	-0.5%	-9%	-0.7%	i	22	1%	0.1%
CCOc1ccc(C(=O)N(Cc2ccc(N(C)C)cc2)C2CCS(=O)(=O)C2)cc1 (stereo not given)	3%	-0.8	52	3%	0.7%	3%	.	i	46	0%	0.5%
CCc1cc(=O)oc2c(C)c(OCC(=O)N3CCC(C(=O)O)CC3)ccc12	-3%	-0.8	87	4%	0.8%	5%	-0.1%	i	20	5%	5.9%
Cc1cc(C)c(S(N)(=O)=O)c(C)c1-n1cnnn1	-6%	-1.2	75	2%	-0.2%	-7%	0.0%	i	34	1%	0.7%
CCCc1c(C(=O)Nc2cc(C(C)(C)C)on2)cnn1-c1ccccc1	2%	0.9	49	10%	.	-6%	-0.2%	i	33	15%	0.3%
O=C1CC(SC(=Nc2ccccc2)Nc2ccccc2)C(=O)N1c1cccc(Cl)c1 (stereo not given)	-1%	13	38	11%	17%	0%	1.4%	i	25	8%	-0.3%
CCOc1ccc(NC(=O)CN2C(=O)NC(CCSC)C2=O)cc1 (stereo not given)	-4%	-2.0	62	-1%	-0.1%	-7%	0.2%	i	25	29%	0.0%
COc1cc(C(C)=O)ccc1OCC(=O)Nc1cc(C)on1	1%	0.3	66	2%	.	.	.	i	31	.	0.7%[50 µM]
C[C@@]12C(=O)OC(=O)[C@]1(C)C1CCC2O1	5%	10	71	4%	-0.4%	4%	.	i	65	10%	3.6%
COc1ccccc1C(=O)Nc1ccc2nc(SCC(=O)N(C)C)sc2c1	1%	2.0	74	-2%	0.8%	3%	-0.7%	i	20	8%	7.2%
COc1cccc(C(C(=O)NCc2ccco2)N(Cc2ccco2)C(=O)Cn2nnc3ccccc32)c1 (stereo not given)	2%	-0.6	29	9%	-1.1%	1%	.	i	37	4%	1.2%
O=C1C(=O)N(Cc2cccnc2)C(c2cccc([N+](=O)[O-])c2)/C1=C(/O)c1ccc2c(c1)OCO2 (stereo not given)	-5%	-0.8	68	3%	0.2%	-7%	-0.1%	i	69	11%	-0.1%[50 µM]
O=C(CSc1ccc(-c2ccco2)nn1)c1ccccc1	-6%	0.3	62	19%	1.4%	-10%	1.3%	i	54	24%	0.5%
CC1=C(C(=O)OCc2ccccc2)C(c2ccccc2)NC(=O)N1CCCC(=O)O (stereo not given)	-7%	-1.2	91	3%	3.8%	.	0.8%	i	20	8%	-0.7%
O=C(Nc1ccc(-c2nc3ccccc3[nH]2)cc1)c1c(F)c(F)c(F)c(F)c1F	3%	-0.9	88	-5%	4.2%	-10%	0.5%	i	59	1%	1.6%
CCCNC(=O)Cc1c(OC)ccc2cc(Br)ccc12	1%	2.4	50	-4%	7.2%	-11%	0.3%	i	40	-3%	0.4%
CCS(=O)(=O)c1ccc2oc(Nc3cc(Cl)ccc3OC)nc2c1	-5%	-1.9	47	4%	3.0%	-2%	-0.1%	i	22	-4%	0.3%
COc1ccc(OC)c(C(=O)/C=C/c2cccnc2)c1	-28%	6.1	43	3%	15%	-5%	0.9%	i	40	9%	0.6%

The listing continues:
canonical_smiles	Dengue-2 NS5 capping	NTR1 agonist	NTR1 agonist cell count 20 µM	Rac1 GTP hydrolysis	RSV CPE inhibition	Salmonella PhoP GFP	West Nile virus CPE	T cell modulator	T cell modulator vesicle-bound %	SV40 large T antigen	K1F lysis inhibition
CC(=O)C1=C(C)NC(SCC(=O)c2ccc(F)cc2)=C(C#N)C1CC(C)C (stereo not given)	-10%	2.4	48	1%	2.7%	8%	-0.4%	i	31	9%	-0.1%
O=C(COC(=O)CCSc1ccccc1)NCc1ccccc1	-8%	0.2	49	9%	-1.4%	7%	-0.2%	i	42	5%	0.2%
COc1ccc(Br)cc1/C=N/NC(=O)c1ccc(OC)c(OC)c1	-2%	-0.7	57	8%	0.0%	-1%	1.4%	i	24	10%	0.2%
CCNc1sc(C(=O)c2cccs2)c(N)c1-c1nc2ccccc2s1	3%	12	46	14%	2.2%	6%	?	i	60	17%	1.8%
O=c1c2ccccc2[nH]c(=S)n1Cc1cccnc1	-2%	-0.5	60	4%	0.9%	4%	-0.3%	i	7	20%	6.0%
Cn1cc2ccc(N)cc2n1	-7%	.	.	7%	.	-9%	0.0%	.	.	16%	0.2%
O=C(NC(O)C(=O)c1ccccc1)c1cccs1 (stereo not given)	-4%	3.0	46	-2%	2.3%	-7%	0.2%	i	45	-3%	-1.2%
Cc1ccc(NC2c3ncccc3C(=O)N2Cc2ccco2)c(C)c1 (stereo not given)	2%	0.7	80	6%	8.7%	-7%	0.0%	i	56	0%	-0.6%
O=C(O)C1=CC[C@@H](c2ccc(Cl)cc2)N(S(=O)(=O)c2ccc(Cl)cc2)[C@H]1c1ccc(F)cc1	20%	14	105	9%	8.9%	.	.	i	24	28%	-2.3%
O=C(c1cc2nc(-c3ccc(Cl)cc3)cc(C(F)(F)F)n2n1)N1CCOCC1	3%	-0.6	84	2%	1.6%	-3%	-0.6%	i	50	22%	0.0%
CCOC(=O)c1cc2c(=O)n3ccccc3nc2n(C(C)C)c1=NC(=O)c1c(-c2ccccc2Cl)noc1C	5%	12	68	16%	20%	4%	0.1%	i	40	5%	0.1%
Cc1cc(C(=O)CSc2nnc(-c3ccco3)o2)c(C)n1CC1COc2ccccc2O1 (stereo not given)	-6%	.	.	10%	.	-15%	-0.1%	.	.	5%	0.4%
O=C(Nc1ccc2c(c1)OCCO2)c1cccc(Cl)c1Cl	-5%	1.9	56	8%	1.1%	4%	-0.1%	i	34	18%	0.4%
CCCC(C(=O)n1nc(C)cc1C)C(NS(=O)(=O)c1ccc(C)cc1)c1ccccc1 (stereo not given)	-3%	9.0	61	4%	19%	8%	-0.6%	i	50	-2%	3.4%
CC[n+]1c(C)cc(C)n1-c1ccccc1	8%	1.4	52	-12%	1.8%	8%	-0.1%	i	54	32%	-0.5%
CN(Cc1ccccc1)C(=C(Cl)Cl)C(=C1NCCN1)[N+](=O)[O-]	-1%	-0.9	40	5%	0.1%	4%	1.0%	i	64	4%	0.4%
Cn1cccc1/C=N/NC(=O)C(O)c1ccccc1 (stereo not given)	-1%	0.4	46	14%	4.4%	-4%	-0.2%	i	37	7%	3.7%
O=C(Nc1ccccc1OC(F)F)c1ccc(Br)o1	-8%	-0.7	52	6%	2.2%	-2%	-0.3%	i	62	0%	-0.1%[50 µM]
CCc1cc2c(=O)c(-c3ccc4c(c3)OCCO4)c(C)oc2cc1OS(C)(=O)=O	2%	7.0	58	14%	4.6%	-12%	-1.0%	i	40	4%	3.1%
N#CC1=C(N)SC(N)=C(C#N)C1c1ccnc2ccccc12	-59%	0.4	58	12%	1.6%	-43%	0.0%	i	41	26%	0.2%
CC(C)(C)CN1C(N)=NC[C@@H]1c1ccccc1	2%	0.1	84	2%	-0.3%	.	-0.4%	i	38	11%	-0.5%
Cc1cc(OCC(=O)Nn2cnnc2)ccc1Br	-3%	-0.3	72	2%	1.8%	1%	0.4%	i	19	-1%	2.5%
COc1cccc(NC(=O)c2ccc3c(c2)OCO3)c1	.	0.5	64	11%	0.9%	3%	-0.6%	i	65	4%	1.0%
Cc1cc2nnc(SCC(=O)N3CCN(c4ccccc4)CC3)n2c(N)n1	-8%	3.7	55	6%	0.8%	-3%	0.4%	i	67	14%	-0.9%
